# Compound activity from PubChem.
# XiGFP reactiv: activators of X-chromosome reactivation in mouse fibroblasts; XiGFP mouse fibroblasts, % GFP-positive cells imaging, 3 d; cells co-treated with 5-aza-dC sensitizer; scaled so ellipticine positive control = 100%; activation, % at 7.58 µM; 360,000 compounds, 0.055% hits; AID 743238;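 active = mean normalized replicate activation at least 10% and every replicate at or above 10%; inconclusive = only one of the two criteria met; inactive = mean below 10% and not all replicates reach 10%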;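 note: 0% = median of on-plate neutral control wells and 100% = ellipticine 6 µM median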
#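 Assay system – SV40-immortalized XiGFP fibroblast cells, line 68-5-11 · Buffer or medium – DMEM supplemented with 5-aza-dC as sensitizing agent · Dosing – one concentration, pinned · Benchmarks – positive control ellipticine, 6 µM final · Times – 3 days compound exposure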
# RAD52 inh: blocks human RAD52 DNA annealing | P43351 | inhibition, % at 18.7 µM | 360,000 compounds, 0.46% hits | recombinant RAD52 DNA annealing, FRET fluorescence;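 active = every replicate showing at least 50% inhibition; inconclusive = mean inhibition at least 50% but not in every replicate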
# RAD54 inh: blocks human RAD54 Holliday junction branch migration | FAM/BHQ fluorescence | inhibition, % at 10.4 µM | 360,000 compounds, 0.14% hits | AID 602329;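 active = mean normalized replicate activity at least 40 and at least half of replicates scoring 40 or more; inconclusive = only one of the two criteria met; inactive = mean below 40 and under half of replicates reaching 40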;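 note: 0% = median of neutral control wells and 100% = median of positive control wells; inhibitors cause a drop in the FAM fluorescence signal; in these data hits start at about 50%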
# Target sequence (Q92698 whole entry, looked up): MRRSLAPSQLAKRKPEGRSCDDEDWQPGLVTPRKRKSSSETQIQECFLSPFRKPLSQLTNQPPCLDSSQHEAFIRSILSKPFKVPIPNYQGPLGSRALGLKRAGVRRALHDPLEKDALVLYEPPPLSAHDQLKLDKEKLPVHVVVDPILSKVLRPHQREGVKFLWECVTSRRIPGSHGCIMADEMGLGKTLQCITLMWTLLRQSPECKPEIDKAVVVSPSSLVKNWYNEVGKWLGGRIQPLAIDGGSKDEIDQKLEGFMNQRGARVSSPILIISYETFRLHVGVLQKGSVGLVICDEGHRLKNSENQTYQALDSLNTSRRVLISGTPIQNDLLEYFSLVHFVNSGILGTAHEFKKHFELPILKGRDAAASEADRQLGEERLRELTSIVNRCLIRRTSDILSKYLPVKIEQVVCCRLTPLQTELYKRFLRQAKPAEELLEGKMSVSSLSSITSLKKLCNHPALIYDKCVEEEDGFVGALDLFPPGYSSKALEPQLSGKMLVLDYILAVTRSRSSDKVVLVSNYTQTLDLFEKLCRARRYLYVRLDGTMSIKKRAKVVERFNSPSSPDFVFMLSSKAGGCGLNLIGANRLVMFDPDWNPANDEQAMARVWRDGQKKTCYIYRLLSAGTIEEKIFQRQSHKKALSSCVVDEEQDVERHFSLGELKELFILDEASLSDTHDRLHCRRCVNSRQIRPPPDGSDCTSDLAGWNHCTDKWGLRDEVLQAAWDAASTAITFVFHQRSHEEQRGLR
# FN deposition inh: fibronectin deposition inhibition | AH1F fibroblasts, Alexa488-fibronectin deposition fluorescence, overnight | inhibition, % at 12.6 µM | 350,000 compounds, 0.086% hits | AID 743247;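 active = mean inhibition across replicates of 30% or more, regardless of how many single replicates reach that level; inconclusive = mean under 30% yet at least half of replicates reach 30%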;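 note: positive control wells lacked labelled fibronectin entirely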
#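 Test system: AH1F fibroblast monolayer depositing Alexa488-labelled fibronectin into matrix. Input: 10000 cells per well. Technique: fluorescence, ex 485 nm, em 525 nm. Buffer or medium: DMEM plus 2% serum, read in PBS. Timing: 1 h cell adhesion before compound, then overnight fibronectin incubation. Compound: single dose, pinned. Read-out basis: inhibition from reduced deposited-fibronectin fluorescence.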
# esBAF inh: blocks esBAF chromatin remodeling in mouse ES cells; Bmi1-luciferase knock-in reporter, 24 h; 100% = twice the neutral-well signal; reporter increase, % at 12.5 µM; 350,000 compounds, 2% hits; in the data active = activation above about 40%; inconclusive = no clear call, values can overlap the other calls;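 note: 0% = median of the plate's neutral control wells and 100% = double that signal; a rise in the Bmi1 reporter signal indicates esBAF inhibition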
# S100A4 inh HTS: S100A4-myosin IIA interaction inhibition | S100A4/TAMRA-MyoIIA peptide fluorescence polarization | inhibition, % at 10.7 µM | P26447 | AID 652163 | 360,000 compounds, 0.14% hits;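 active = mean inhibition of at least 70% across replicates, with every replicate also reaching that level; inconclusive = mean inhibition reaches 70% but some replicates fall short; inactive = mean inhibition below 70%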
# Target sequence (P26447 whole entry, looked up): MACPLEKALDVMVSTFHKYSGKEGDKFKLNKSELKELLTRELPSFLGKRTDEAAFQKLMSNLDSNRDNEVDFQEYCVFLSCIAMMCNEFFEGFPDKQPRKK
#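 Test system – S100A4 monomer (human) · Compound – single-point compound testing · Schedule – 5 min incubation before reading · Probe or stimulus – TAMRA-labelled myosin IIA heavy-chain peptide probe, 5 nM · Benchmarks – neutral control DMSO, positive control TFP · Medium – Calcium-containing HEPES buffer, pH 7.2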
# E-selectin induc: induces E-selectin expression in human endothelial cells. P16581. HUVEC E-selectin immunofluorescence imaging; normalized: neutral wells 0, TNF-alpha wells 100. activation, % at 7.58 µM. 260,000 compounds, 0.37% hits;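 active = mean E-selectin-positive cell signal at least 10% of the positive control, reached in at least 60% of replicates, without over 20% cell loss; inconclusive = no rule given, readout overlaps actives, possibly toxicity-flagged; inactive = the rest, including those meeting only one limit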;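 note: in these data hits start at about 27%; measured in HUVEC primary endothelial cells; signal is the percent of cells scored E-selectin positive by PE staining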
#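 Test system: HUVEC; input: 3,000 HUVEC/well; measured by: immunofluorescence imaging; read-out: % PE-positive cells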
# EWS-Fli inh: EWS/Fli transcriptional activity inhibition; A673 NR0B1-luciferase reporter, viability-normalised; inhibition, % at 12.6 µM; 350,000 compounds, 0.67% hits; AID 651661;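 active = mean inhibition of at least 50% after viability correction, with every replicate also passing that limit; inconclusive = mean reaches 50% but only one of two replicates passes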;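 note: firefly luciferase signal divided by Alamar Blue viability fluorescence both relative to DMSO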
# An asterisk follows results filed as active; ? = inconclusive; / = no result given.
# Results follow in this order: RAD52 inh | XiGFP reactiv | FN deposition inh | S100A4 inh HTS | EWS-Fli inh | RAD54 inh | E-selectin induc | esBAF inh
1	CC1C(=O)N2CCCc3cc(NC(=O)c4ccccc4C(F)(F)F)cc1c32 (configuration not stated)
    -4 | 0.0 | / | 10 | 12 | 0 | / | -1
2	O=C(c1ccc(F)cc1)N1CC(=O)N2[C@H](C1)[C@H](c1ccc(C#CCC3CCCC3)cc1)[C@@H]2CO
    3 | 0.0 | -16 | 11 | -9 | / | 0.4 | /
3	O=[N+]([O-])c1ccc(C[n+]2ccccc2)cc1
    -12 | 0.2 | -19 | 4 | 7 | -7 | 2.4 | -7
4	COP(=O)(OC)c1ccc(NCc2cc(O)ccc2O)cc1
    -3 | 0.1 | -4 | 1 | -1 | / | -0.6 | /
5	Cc1nn(C)c(C)c1CN(Cc1nc(-c2ccc(F)cc2F)oc1C)C1CC1
    -8 | -0.2 | -4 | -8 | 1 | -6 | -0.4 | -3
6	O=C(NCC[C@@H]1CC[C@@H](NC(=O)c2ccccc2F)[C@@H](CO)O1)c1ccc2c(c1)OCO2
    2 | -0.2 | -15 | 0 | 0 | 1 | -0.2 | -6
7	C/C(=N\OCC(=O)Nc1cc(C)cc(C)c1)c1ccc2c(c1)OCCO2
    -24 | 0.0 | 4 | -6 | 22 | -1 | 10.0 | -1
8	COCCCN1C(=O)C(CC(=O)NCCCN(C)C)CC(C(=O)N2CCOCC2)=C1C (configuration not stated)
    -8 | / | -1 | -2 | 0 | -12 | 1.5 | -7
9	O=[N+]([O-])c1ccc(NN=Cc2ccccc2)nc1
    -18 | 0.0 | 9 | -4 | -60 | / | 1.0 | /
10	CN(CC(=O)Nc1cccnc1)S(=O)(=O)c1ccc(Br)cc1
    -7 | 0.0 | / | 0 | -3 | -4 | -0.6 | -6
11	Cc1cc(=O)oc2cc(NC(=O)C3CCCC3)ccc12
    -19 | 0.0 | 3 | -5 | -24 | -7 | 0.3 | ?
12	COc1cccc(Nc2nnc(SCC(=O)N3CC(=O)Nc4ccccc43)s2)c1
    -44 | 0.2 | -9 | -9 | 7 | / | / | /
13	Cc1ccc2[nH]c(CNC(=O)c3ccccc3F)cc2c1
    -10 | 0.0 | -11 | -5 | -33 | 2 | / | 12
14	CCNc1nc(-c2cc3ccccc3o2)cs1
    2 | 0.1 | -4 | 1 | -4 | / | -0.3 | /
15	CCN(CC)S(=O)(=O)c1ccc(C)c(NC(=O)CNc2cccc(S(=O)(=O)N3CCOCC3)c2)c1
    -13 | 0.0 | 1 | -4 | 2 | 4 | -0.5 | 12
16	CCCC(=O)Nc1ccc2c(c1)C(=O)N(C)[C@@H]1CC[C@H](CC(=O)NCc3cccc(F)c3)O[C@@H]1CO2
    / | 0.0 | -16 | / | -4 | 4 | 0.0 | -5
17	COc1ccc(CNC(=O)CCCn2nc(C)c([N+](=O)[O-])c2C)cc1OC
    -9 | 0.2 | 3 | 0 | -1 | / | 0.0 | /
18	COCCCNC(=S)N1CCN(Cc2ccc3c(c2)OCO3)CC1
    -3 | 0.0 | -11 | -10 | 8 | / | / | /
19	CCS(=O)(=O)N1CCN(S(=O)(=O)c2ccccc2[N+](=O)[O-])CC1
    -10 | 0.0 | 4 | 5 | 4 | / | / | 4
20	Cn1cccc1Cc1nnc(SCC(=O)N2CCc3ccccc32)n1CCc1ccccc1
    -39 | 0.4 | 9 | -4 | 6 | -6 | -0.3 | -2

# Complete entries, quoted from the list:
# Profile of COc1ccc(CNC(=O)CCCn2nc(C)c([N+](=O)[O-])c2C)cc1OC = RAD52 inh: -9; XiGFP reactiv: 0.2; FN deposition inh: 3; S100A4 inh HTS: 0; EWS-Fli inh: -1; RAD54 inh: /; E-selectin induc: 0.0; esBAF inh: /
# Profile of O=C(c1ccc(F)cc1)N1CC(=O)N2[C@H](C1)[C@H](c1ccc(C#CCC3CCCC3)cc1)[C@@H]2CO = RAD52 inh: 3; XiGFP reactiv: 0.0; FN deposition inh: -16; S100A4 inh HTS: 11; EWS-Fli inh: -9; RAD54 inh: /; E-selectin induc: 0.4; esBAF inh: /

# More results.
# Results follow in this order: RAD52 inh | XiGFP reactiv | FN deposition inh | S100A4 inh HTS | EWS-Fli inh | RAD54 inh | E-selectin induc | esBAF inh
21	O=C(NCC(F)(F)F)c1csc([C@@H]2O[C@H](CO)[C@H](O)[C@H](O)[C@H]2O)n1
    -14 | -0.2 | 1 | -6 | -10 | -9 | 0.0 | -6
22	CN1C(=O)c2cc(NC(=O)c3cccs3)ccc2OC[C@H]2O[C@@H](CC(=O)NCCN3CCCCC3)CC[C@@H]21
    -2 | 0.1 | -14 | -3 | 13 | 2 | 0.0 | -3
23	Cc1nc2cc(NC(=O)NC(C)(C)C)ccc2n1C
    -9 | 0.0 | 6 | -2 | -4 | -2 | -0.1 | 22
24	Nc1ncccc1C(=O)OCC(=O)NC1CCCCCC1
    -42 | 0.5 | / | -4 | -13 | 7 | -0.7 | 7
25	O=C1Nc2ccccc2C12OCCO2
    -14 | / | / | 6 | 5 | -8 | / | 1
26	Cc1cnc(C(=O)OCC(=O)Nc2sc3c(c2C(N)=O)CCCC3)cn1
    -23 | 0.3 | -6 | -1 | -1 | 7 | / | -4
27	O=C(CNCc1ccco1)Nc1ccc(N2CCCCCC2)cc1
    -2 | 0.3 | 8 | -9 | 8 | / | / | /
28	COc1ccccc1C=C(C(=O)c1ccccc1)c1ccccc1
    -1 | -0.1 | 1 | -18 | 3 | / | -0.3 | /
29	CC(=O)N(C(C)=O)c1nc(-c2ccccc2)cn1/N=C/c1cccc([N+](=O)[O-])c1
    -14 | 0.1 | 3 | -2 | 12 | / | / | /
30	CC(C)c1ccc(/C=C/c2ccc(=O)n(C)n2)cc1
    0 | -0.1 | 3 | 0 | -47 | / | 0.0 | /
31	COc1ccc(S(=O)(=O)Nc2ccc3c(c2)C(=O)N([C@H](C)CO)C[C@@H](C)[C@H](CN(C)S(=O)(=O)c2ccc(C)cc2)O3)cc1
    -3 | -0.9 | / | 8 | 13 | -3 | -0.7 | -6
32	CNC(=O)c1cnn(-c2nc(-c3ccc(OC)cc3)cs2)c1C(F)(F)F
    -10 | 0.0 | -1 | -12 | -7 | -15 | 0.9 | 12
33	CCCCOc1ccc(NC(=O)Nc2nnc(C)s2)cc1
    -16 | 0.1 | -8 | -17 | 5 | 10 | / | 2

# Entries from the list above that contain fluorine:
# Results follow in this order: RAD52 inh | XiGFP reactiv | FN deposition inh | S100A4 inh HTS | EWS-Fli inh | RAD54 inh | E-selectin induc | esBAF inh
1	CC1C(=O)N2CCCc3cc(NC(=O)c4ccccc4C(F)(F)F)cc1c32 (configuration not stated)
    -4 | 0.0 | / | 10 | 12 | 0 | / | -1
2	O=C(c1ccc(F)cc1)N1CC(=O)N2[C@H](C1)[C@H](c1ccc(C#CCC3CCCC3)cc1)[C@@H]2CO
    3 | 0.0 | -16 | 11 | -9 | / | 0.4 | /
5	Cc1nn(C)c(C)c1CN(Cc1nc(-c2ccc(F)cc2F)oc1C)C1CC1
    -8 | -0.2 | -4 | -8 | 1 | -6 | -0.4 | -3
6	O=C(NCC[C@@H]1CC[C@@H](NC(=O)c2ccccc2F)[C@@H](CO)O1)c1ccc2c(c1)OCO2
    2 | -0.2 | -15 | 0 | 0 | 1 | -0.2 | -6
13	Cc1ccc2[nH]c(CNC(=O)c3ccccc3F)cc2c1
    -10 | 0.0 | -11 | -5 | -33 | 2 | / | 12
16	CCCC(=O)Nc1ccc2c(c1)C(=O)N(C)[C@@H]1CC[C@H](CC(=O)NCc3cccc(F)c3)O[C@@H]1CO2
    / | 0.0 | -16 | / | -4 | 4 | 0.0 | -5
21	O=C(NCC(F)(F)F)c1csc([C@@H]2O[C@H](CO)[C@H](O)[C@H](O)[C@H]2O)n1
    -14 | -0.2 | 1 | -6 | -10 | -9 | 0.0 | -6
32	CNC(=O)c1cnn(-c2nc(-c3ccc(OC)cc3)cs2)c1C(F)(F)F
    -10 | 0.0 | -1 | -12 | -7 | -15 | 0.9 | 12
